ERAP1 inh: blocks human ERAP1 aminopeptidase activity | Q9NZ08 | inhibition, % at 10.7 µM | recombinant ERAP1, Leu-AMC fluorescence, 60 min | 0.15% of 340,000 active;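 active means mean replicate inhibition of at least 30%, or all replicates individually reaching that 30% level; inactive means mean below 30% and not every replicate reaching it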;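 further: 0% = neutral control wells and 100% = L-leucinethiol positive control wells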
Target sequence (Q9NZ08 whole entry, looked up): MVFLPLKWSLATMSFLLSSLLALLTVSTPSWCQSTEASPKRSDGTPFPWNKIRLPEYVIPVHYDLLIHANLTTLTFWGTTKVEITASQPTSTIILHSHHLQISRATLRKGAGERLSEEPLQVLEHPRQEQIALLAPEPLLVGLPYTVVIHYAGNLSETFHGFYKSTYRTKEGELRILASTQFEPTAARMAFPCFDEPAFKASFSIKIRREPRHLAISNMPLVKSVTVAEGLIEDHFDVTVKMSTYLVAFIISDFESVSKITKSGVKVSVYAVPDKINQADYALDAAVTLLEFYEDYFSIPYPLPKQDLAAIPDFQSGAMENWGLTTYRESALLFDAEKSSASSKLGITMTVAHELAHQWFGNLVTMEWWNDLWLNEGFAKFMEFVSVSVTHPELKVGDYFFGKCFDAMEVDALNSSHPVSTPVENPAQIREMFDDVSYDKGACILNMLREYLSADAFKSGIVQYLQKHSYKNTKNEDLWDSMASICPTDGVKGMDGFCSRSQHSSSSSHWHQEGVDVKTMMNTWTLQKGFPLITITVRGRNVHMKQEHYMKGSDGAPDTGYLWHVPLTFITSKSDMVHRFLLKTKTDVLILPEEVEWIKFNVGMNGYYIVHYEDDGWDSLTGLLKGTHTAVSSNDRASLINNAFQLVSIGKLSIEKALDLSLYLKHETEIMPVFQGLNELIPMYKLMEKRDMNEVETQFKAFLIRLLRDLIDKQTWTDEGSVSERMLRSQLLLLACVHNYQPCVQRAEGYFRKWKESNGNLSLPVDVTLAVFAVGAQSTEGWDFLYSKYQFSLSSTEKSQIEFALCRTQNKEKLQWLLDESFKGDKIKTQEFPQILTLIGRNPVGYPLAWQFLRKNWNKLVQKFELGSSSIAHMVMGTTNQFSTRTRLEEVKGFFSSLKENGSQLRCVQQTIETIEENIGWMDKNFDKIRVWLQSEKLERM
EWS-Fli block: blocks EWS/Fli oncoprotein-driven transcription; inhibition, % at 12.6 µM; AID 651661; A673 NR0B1-luciferase reporter, viability-normalised; 0.67% of 350,000 active;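 active means mean inhibition of at least 50% after viability correction, with every replicate also passing that limit; inconclusive means mean reaches 50% but only one of two replicates passes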;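 further: firefly luciferase signal divided by Alamar Blue viability fluorescence both relative to DMSO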
LGR2 antag: Drosophila LGR2 receptor signaling inhibition; HEK293 LGR2, CRE-luciferase, bursicon-stimulated, 4 h; inhibition, % at 9.99 µM; 0.35% of 380,000 active; AID 720647;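 active means drop in luminescence signal, shown as inhibition above about 50% in the replicate tests, limit read from the data, passing the limit was not always enough; inconclusive means probably only some replicates passing the limit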;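 further: agonist challenge used bursicon conditioned medium at about half maximal strength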
FN deposition inh: fibronectin deposition inhibition. AH1F fibroblasts, Alexa488-fibronectin deposition fluorescence, overnight. inhibition, % at 12.6 µM. 0.086% of 350,000 active;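 active means mean inhibition across replicates of 30% or more, regardless of how many single replicates reach that level; inconclusive means mean under 30% yet at least half of replicates reach 30%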;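 further: positive control wells lacked labelled fibronectin entirely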
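Schedule: 1 h cell adhesion before compound, then overnight fibronectin incubation; test system: AH1F fibroblast monolayer depositing Alexa488-labelled fibronectin into matrix; quantity: 10000 AH1F cells per well; probe or stimulus: fluorescent fibronectin at 24 nM final; signal: fluorescence, ex 485 nm, em 525 nm; evaluation: percent inhibition as loss of matrix-bound fibronectin fluorescence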
PglD DTNB: inhibitors of Campylobacter jejuni PglD acetyltransferase | purified PglD enzyme, DTNB colorimetric CoA detection | inhibition, % at 12.5 µM | 0.098% of 360,000 active; in the data active means inhibition above about 16%, passing the limit was not always enough; inconclusive means no clear call, values can overlap the other calls; further: strong numbers were not always called active
S100A4 inh HTS: inhibitors of human S100A4 binding to myosin IIA peptide; S100A4/TAMRA-MyoIIA peptide fluorescence polarization; inhibition, % at 10.7 µM; AID 652163; P26447; 0.14% of 360,000 active;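 active means mean inhibition of at least 70% across replicates, with every replicate also reaching that level; inconclusive means mean inhibition reaches 70% but some replicates fall short; inactive means mean inhibition below 70%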
Target sequence (P26447 whole entry, looked up): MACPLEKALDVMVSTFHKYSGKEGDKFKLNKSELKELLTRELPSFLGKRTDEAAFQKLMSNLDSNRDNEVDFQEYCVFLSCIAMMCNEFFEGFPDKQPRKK
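Test system – S100A4 monomer (human) · Compound – single-point compound testing · Schedule – 5 min incubation before reading · Probe or stimulus – TAMRA-labelled myosin IIA heavy-chain peptide probe, 5 nM · Benchmarks – neutral control DMSO, positive control TFP · Medium – Calcium-containing HEPES buffer, pH 7.2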
PAX8 reporter: inhibitors of PAX8 transcriptional activity in RMG-I cells | 1.2% of 360,000 active | RMG-I TPO-luciferase reporter, SteadyGlo, 24 h | inhibition, % at 12.6 µM | AID 652154;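 active means mean replicate inhibition at least 60% with every replicate also reaching 60%; inconclusive means only one of the two criteria is met; inactive means mean below 60% and not all replicates reaching 60%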;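 further: luciferase light reporting Pax8 driven TPO promoter activity; plate controls were median of neutral control wells for no effect and mitoxantrone controls for full effect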
PGC1a acetyl inh: modulators of PGC1a acetylation; U2OS PGC1a acetylation, AlphaScreen anti-acetyl-lysine; with virally co-expressed GCN5 acetyltransferase; inhibition, % at 15.6 µM; 0.17% of 350,000 active; AID 651687;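 active means every replicate shows inhibition of at least 40%; inconclusive means mean inhibition at least 40% but some replicate below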;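 further: 0% = neutral control wells and 100% = positive control wells; some results beyond the cut were filed as inactive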
* hit, by the source's call; ? = inconclusive; nt = not tested or not shown.

(1) S=C(Nc1cccnc1)Nc1cccc2cnccc12
(2) CC(=O)NC[C@H]1[C@@H](c2ccc(-c3cccc(F)c3)cc2)[C@@H](CO)N1C(C)=O
(3) CCOC(=O)c1cnc2c(OC)cccc2c1NCc1cccnc1
(4) N#CCC(=O)N1CC2(CC(c3cccc(NC(=O)COc4ccc(Cl)cc4)c3)=NO2)C[C@@H]1C(N)=O (stereo partly specified)
(5) CCCC(=O)N1CC2(CCN(C(=O)NC(C)C)CC2)c2c([nH]c3cc(OC)ccc23)[C@@H]1CO
(6) Cc1cccc2c1-c1sc(C(=O)Nc3cccc([N+](=O)[O-])c3C)cc1CO2
(7) CCOC(=O)N1CCC(N2Cc3cccc(C(=O)NCc4ccccn4)c3C2=O)CC1
(8) COc1ccc2[nH]c(C(=O)NCc3ccccc3)cc2c1
(9) COc1ccc(-c2cc(C3CCNCC3)[nH]n2)cc1
(10) Cc1ccc(S(=O)(=O)n2nc(OC(=O)c3c(F)cccc3Cl)cc2N)cc1
screen / no.,1,2,3,4,5,6,7,8,9,10
ERAP1 inh,-2,-1,13,-3,-2,1,0,-5,1,0
EWS-Fli block,3,-1,13,-2,-5,-14,1,-6,2,6
LGR2 antag,13,10,2,20,-6,3,-16,3,14,17
FN deposition inh,-5,nt,-4,-1,nt,-1,-10,3,14,10
PglD DTNB,-2,4,nt,-1,nt,nt,-3,nt,-4,-1
S100A4 inh HTS,5,-2,7,5,-6,-2,-10,-1,-24,-4
PAX8 reporter,9,-2,-10,-24,nt,21,4,-26,2,18
PGC1a acetyl inh,2,2,nt,-5,5,nt,-4,nt,0,4

Numbers 1–8 of the list above:
(1) S=C(Nc1cccnc1)Nc1cccc2cnccc12
(2) CC(=O)NC[C@H]1[C@@H](c2ccc(-c3cccc(F)c3)cc2)[C@@H](CO)N1C(C)=O
(3) CCOC(=O)c1cnc2c(OC)cccc2c1NCc1cccnc1
(4) N#CCC(=O)N1CC2(CC(c3cccc(NC(=O)COc4ccc(Cl)cc4)c3)=NO2)C[C@@H]1C(N)=O (stereo partly specified)
(5) CCCC(=O)N1CC2(CCN(C(=O)NC(C)C)CC2)c2c([nH]c3cc(OC)ccc23)[C@@H]1CO
(6) Cc1cccc2c1-c1sc(C(=O)Nc3cccc([N+](=O)[O-])c3C)cc1CO2
(7) CCOC(=O)N1CCC(N2Cc3cccc(C(=O)NCc4ccccn4)c3C2=O)CC1
(8) COc1ccc2[nH]c(C(=O)NCc3ccccc3)cc2c1
screen / no.,1,2,3,4,5,6,7,8
ERAP1 inh,-2,-1,13,-3,-2,1,0,-5
EWS-Fli block,3,-1,13,-2,-5,-14,1,-6
LGR2 antag,13,10,2,20,-6,3,-16,3
FN deposition inh,-5,nt,-4,-1,nt,-1,-10,3
PglD DTNB,-2,4,nt,-1,nt,nt,-3,nt
S100A4 inh HTS,5,-2,7,5,-6,-2,-10,-1
PAX8 reporter,9,-2,-10,-24,nt,21,4,-26
PGC1a acetyl inh,2,2,nt,-5,5,nt,-4,nt

(next part)
(11) Cc1ccc(C2=CC(C)(c3ccc(C)cc3)Nc3nc(C(F)(F)F)nn32)cc1 (stereo unspecified)
(12) COC(=O)c1cc2c(c3c4cc(C)ccc4n(C(=O)c4ccccc4)c13)C(=O)N(Cc1ccccc1)C2
(13) O=C(Nc1ccc([N+](=O)[O-])cc1)N1CCc2ccccc2C1
(14) COC(=O)c1ccc(OCC(O)CN2C(=O)c3ccccc3C2=O)cc1 (stereo unspecified)
(15) CCN1CCc2nc(NC(=O)c3ccc(S(=O)(=O)N(C)C)cc3)sc2C1
(16) COc1ccccc1N1CCN(S(=O)(=O)c2ccc(-c3ccc(=O)[nH]n3)o2)CC1
(17) O=C1c2ccccc2CN1C(CO)c1ccccc1 (stereo unspecified)
(18) C[C@@H]1CN([C@@H](C)CO)S(=O)(=O)c2ccc(C#Cc3cccnc3)cc2O[C@@H]1CN(C)C(=O)CN(C)C
(19) N/C(=C\C(=O)c1cc(Cl)ccc1O)C(Cl)(Cl)Cl
(20) CC(C)(C)S(=O)(=O)N1C[C@H]2CC/C=C\C/C=C\2[C@@H]1CCO
screen / no.,11,12,13,14,15,16,17,18,19,20
ERAP1 inh,-6,-5,0,1,-6,0,1,0,4,1
EWS-Fli block,19,15,-63,4,-13,-15,-4,13,62*,0
LGR2 antag,10,21,-19,nt,11,11,6,-21,-2,4
FN deposition inh,-7,3,-6,6,4,-5,-2,-5,3,0
PglD DTNB,-5,nt,1,6,nt,nt,8,0,-3,4
S100A4 inh HTS,-3,-5,1,-1,7,23,-11,10,0,-2
PAX8 reporter,19,57,-68,-13,-41,-7,-6,nt,43,23
PGC1a acetyl inh,-13,nt,nt,-6,8,-3,0,-1,-25,3

(21) O=C(COC(=O)c1c(Cl)ccc(Cl)c1Cl)NC(=O)NCc1ccccc1
(22) COC(=O)c1ccc2nc(-c3ccc(Cl)cc3)c(Cc3ccccc3)n2c1
(23) Cc1ccc(S(=O)(=O)N(C)C[C@H]2Oc3ccc(NC(=O)NC4CCCCC4)cc3C(=O)N([C@H](C)CO)C[C@H]2C)cc1
(24) CC[C@@]1(C(=O)OC)N[C@H](CN(C)C(=O)NC(C)C)[C@@H]2C(=O)N(C)C(=O)[C@@H]21
(25) COc1ccc(C(=O)NNC(=O)CSc2nc3c([nH]2)c(=O)n(C)c(=O)n3C)cc1
(26) COc1ccc(C2(CNS(=O)(=O)c3ccc(C)cc3)CCOCC2)cc1
(27) O=C(O)/C=C/c1cn(-c2ccccc2)nc1-c1cccc([N+](=O)[O-])c1
(28) COc1cc(C(=O)Nc2ccc3ccccc3c2)cc(OC)c1OC
(29) CC#CCN(Cc1ccco1)C(=O)c1ccc(OC2CCN(Cc3ccccn3)CC2)cc1
(30) COc1ccc(CN(C)C(=O)c2cccc(S(=O)(=O)N3CCc4ccccc43)c2)c(OC)c1
screen / no.,21,22,23,24,25,26,27,28,29,30
ERAP1 inh,0,-3,1,-5,-4,2,nt,nt,1,-1
EWS-Fli block,-9,-10,2,-4,-2,-2,10,27,2,11
LGR2 antag,10,-23,9,-23,11,-6,-3,-25,2,-3
FN deposition inh,-7,0,nt,5,-5,6,3,10,-8,8
PglD DTNB,3,nt,-2,-2,1,5,nt,nt,-2,5
S100A4 inh HTS,-1,5,-2,-1,-16,-2,3,-3,1,-5
PAX8 reporter,-25,-7,4,-26,26,19,14,-30,-7,35
PGC1a acetyl inh,19,nt,8,nt,nt,7,-13,nt,nt,1

(31) Cc1ccc(NC(=O)CN2C(=O)NC(C)(c3ccc(Cl)cc3)C2=O)cc1 (stereo unspecified)
(32) CCSc1ccc([C@@H]2[C@H]3C(=O)N(C)C(=O)[C@H]3[C@]3(C(=O)OC)CCCCN23)cc1
(33) COC(=O)C[C@H]1CC[C@@H]2[C@H](COc3ccc(NS(=O)(=O)c4ccc(F)cc4)cc3C(=O)N2C)O1
(34) CCN(CC)c1ccc(C(=O)N/N=C/c2ccc(N3CCOCC3)cc2)cc1
(35) CCCN1[C@@H]2c3cccc(=O)n3C[C@@H]2[C@@H](CO)[C@@H]1C(=O)N1CCCCC1
(36) COC(=O)[C@]12CCCCC=C1N(Cc1cccc3ccccc13)C(=O)[C@H](CC(=O)N1CCOCC1)C2
(37) Cc1cc(=O)[nH]c(SCC(=O)Nc2nnc(SCc3ccccc3)s2)n1
(38) O=C(NC(=S)Nc1cccnc1Cl)c1ccc(Cl)cc1
(39) Cc1ccc(-c2cc(C(=O)Nc3nccs3)c3ccccc3n2)c(C)c1
(40) CC1CCN(C(=O)Cn2cnc3c(cnn3C(C)(C)C)c2=O)CC1
screen / no.,31,32,33,34,35,36,37,38,39,40
ERAP1 inh,2,-1,-3,2,3,-3,-3,-4,4,-1
EWS-Fli block,11,11,-2,-2,5,1,11,-12,4,-50
LGR2 antag,-4,-7,24,11,4,18,12,-45,nt,-1
FN deposition inh,-14,-1,-7,4,nt,7,-10,-5,-2,4
PglD DTNB,-4,-4,1,nt,1,nt,nt,-3,nt,nt
S100A4 inh HTS,4,-8,5,0,9,-6,-2,3,-9,1
PAX8 reporter,5,10,-2,11,-15,-13,5,-27,-14,-123
PGC1a acetyl inh,nt,-8,2,nt,10,nt,-8,nt,nt,-7

(41) C[C@@H]1CN([C@H](C)CO)C(=O)c2cc(NC(=O)c3ccncc3)ccc2O[C@@H](C)CCCCO[C@@H]1CN(C)Cc1ccncc1
(42) O=C(O)c1cc(-c2ccccc2Cl)n(-c2ccccc2)n1
(43) Nc1ccc2c(c1)nnn2-c1ccccc1
(44) CC1CCC(NC(=O)c2cccc(S(=O)(=O)N3CCN(c4ccc(F)cc4)CC3)c2)CC1 (stereo unspecified)
(45) Cc1ccc(NS(=O)(=O)c2ccc(Cl)nc2)c(C)c1
(46) CC(=O)N(c1ccccc1)C(C(=O)c1ccccc1)c1ccccc1 (stereo unspecified)
(47) CC(=O)Nc1ccc(NC(=O)C(C)OC(=O)C2CC(=O)N(CCc3ccccc3)C2)cc1 (stereo unspecified)
(48) COc1cccc(OC)c1C(=O)Nc1nc(COc2ccccc2)cs1
(49) O=C(Nc1ccc(N2CCOCC2)cc1)c1cccc2ccccc12
(50) Cc1ccc(OCC(=O)NNC(=O)c2ccoc2C)c(Br)c1
screen / no.,41,42,43,44,45,46,47,48,49,50
ERAP1 inh,2,-10,nt,0,1,4,-6,0,0,nt
EWS-Fli block,nt,-4,-31,-4,-1,1,2,-21,13,nt
LGR2 antag,6,-8,-13,28,6,-18,10,-10,5,3
FN deposition inh,-3,3,5,18,11,5,5,-2,16,2
PglD DTNB,3,-3,6,nt,-1,-3,nt,-1,-10,-1
S100A4 inh HTS,6,-3,1,-33,-2,2,-1,-7,-1,nt
PAX8 reporter,-7,39,-40,-69,6,26,17,-5,-9,28
PGC1a acetyl inh,5,-11,15,nt,-13,-4,nt,-3,nt,-13

(51) O=C(NN1C(=O)C2C3C=CC(O3)C2C1=O)c1cccc(O)c1 (stereo unspecified)
(52) CCOc1ccc(C(=O)CSCC(=O)O)cc1
(53) CN(C)C(=O)C[C@@H]1CC[C@@H]2[C@@H](COc3ccc(NS(=O)(=O)c4cccc(F)c4)cc3C(=O)N2C)O1
(54) C[C@@H]1CN([C@H](C)CO)C(=O)Cc2cc(NC(=O)Nc3cccc4ccccc34)ccc2O[C@H]1CN(C)C
(55) CC(=O)Nc1nc(-c2ccc3c(c2)CCO3)cs1
(56) CN1CCCCN2[C@@H](CO)[C@H](c3ccc(C#Cc4ccccc4F)cc3)[C@@H]2C1
screen / no.,51,52,53,54,55,56
ERAP1 inh,10,nt,0,-2,-1,1
EWS-Fli block,-3,-2,5,nt,-109,-29
LGR2 antag,26,-11,4,-18,-96,-22
FN deposition inh,4,7,-8,nt,-7,nt
PglD DTNB,nt,2,-3,-1,nt,1
S100A4 inh HTS,0,1,9,-2,-5,-8
PAX8 reporter,?,2,-2,-14,-124,-14
PGC1a acetyl inh,nt,0,-6,9,nt,4

Ordered by the number under S100A4 inh HTS (rising): three from the list above.
No.	Molecule	S100A4 inh HTS
7	CCOC(=O)N1CCC(N2Cc3cccc(C(=O)NCc4ccccn4)c3C2=O)CC1	-10
4	N#CCC(=O)N1CC2(CC(c3cccc(NC(=O)COc4ccc(Cl)cc4)c3)=NO2)C[C@@H]1C(N)=O (stereo partly specified)	5
41	C[C@@H]1CN([C@H](C)CO)C(=O)c2cc(NC(=O)c3ccncc3)ccc2O[C@@H](C)CCCCO[C@@H]1CN(C)Cc1ccncc1	6
